Screening data from PubChem BioAssay.
aSyn yeast rescue = inhibitors of alpha-synuclein toxicity in yeast | S. cerevisiae alpha-synuclein toxicity rescue, BacTiter-Glo growth, 24 h | Potency, µM (highest dose often 46.1 µM), for inactives: top-dose growth rescue (activation), most hits filed as activators | 0.02% of 94,000 active | AID 1347070; active = well fitted activation curve with a large enough effect; inconclusive = small, poorly fitted or top-dose-only effect; note: 0% is about no effect
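Growth restoration measured by BacTiter-Glo luminescence after 24 hr at 30 deg C; alpha-synuclein yeast, raffinose-pregrown to mid-log, were added at OD600=0.02 in galactose medium onto pinned compounds.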
* = called active by the depositor; ? = inconclusive; & = joins results of further samples. Potency is the fitted concentration of half-maximal effect.

Sample of the layout, two compounds:
Structure	aSyn yeast rescue
O=C1CCSC2(C(=O)N(Cc3ccc(F)cc3)c3ccccc32)N1c1ccc(Cl)cc1 (stereo unspecified)	?
CCOc1cc(/C=C\[N+](=O)[O-])ccc1OCC(=O)Nc1ccccc1C	13%

The list itself (from the top)
Structure	aSyn yeast rescue
O=C1CCSC2(C(=O)N(Cc3ccc(F)cc3)c3ccccc32)N1c1ccc(Cl)cc1 (stereo unspecified)	?
CCOc1cc(/C=C\[N+](=O)[O-])ccc1OCC(=O)Nc1ccccc1C	13%
COc1cc(-c2nc(Cn3nnc(C(=O)Nc4ccccc4C)c3C)c(C)o2)cc(OC)c1OC	1%
CCS(=O)(=O)N1CC(=O)N(c2ccc(Cl)cc2C)C(C)(C(=O)NC2CCCCC2)C1 (stereo unspecified)	0%
O=C(CN1CCN(c2ccccc2F)CC1)c1ccc(O)c(O)c1	-6%
CN(C)c1ccc(C(=O)OCC(=O)Nc2ccc(N3CCOCC3)cc2)cc1	-6%
COc1ccc(N=N/C(=C\O)C(=O)c2ccco2)cc1	0%
O=C(NCc1cccc(Cl)c1)c1ccc2nc(N3CCCCC3)sc2c1	4%
Nc1ccnc(Oc2ccc(F)cc2)c1	-3%
COc1ccc(N2C(=O)C3C4C=CC(c5ccccc5)(C3C2=O)C2C(=O)N(c3ccc(OC)cc3)C(=O)C42)cc1 (stereo unspecified)	4%
CC(C)c1ccccc1NC(=O)CSc1nnc(COc2ccccc2Cl)o1	8%
COc1ccc(-c2[nH]c3ccccc3c2SCCNC(=O)c2cc(OC)c(OC)c(OC)c2)cc1	3%
CC(C)C(=O)Nc1cccc(C(=O)Nc2nnc(C(F)(F)F)s2)c1	0%
Cc1cc(=O)[nH]c2nnc(SCC(=O)NC(C)(C)C)n12	-6%
Cn1c(=O)c2c(-c3ccc(Cl)cc3)ccnc2n(C)c1=O	2%
Fc1ccc(N2CCN(Cc3nnc(-c4ccccc4Cl)o3)CC2)cc1	4%
COc1ccc(Cn2ccc3nc(C)c(C(=O)N4CCN(c5cc(C)ccc5C)CC4)cc3c2=O)cc1	16%
CC(C)Cc1nn2c(=O)cc(COC(=O)c3ccccc3NC(=O)c3cccs3)nc2s1	-9%
CC(C)(O)C#Cc1ccc(C(=O)N2CCN(c3ccc(Cl)cc3)CC2)cc1	3%
Cc1cccc(C(=O)Nc2cccc(C(=O)OCc3cc(=O)n4c5c(sc4n3)CCCC5)c2)c1	-5%

A second format for 2 compounds above:
COc1ccc(N2C(=O)C3C4C=CC(c5ccccc5)(C3C2=O)C2C(=O)N(c3ccc(OC)cc3)C(=O)C42)cc1 (stereo unspecified)
  aSyn yeast rescue: 4%

Fc1ccc(N2CCN(Cc3nnc(-c4ccccc4Cl)o3)CC2)cc1
  aSyn yeast rescue: 4%

The listing picks up, repeating the 2 entries before the break.
Structure	aSyn yeast rescue
CC(C)(O)C#Cc1ccc(C(=O)N2CCN(c3ccc(Cl)cc3)CC2)cc1	3%
Cc1cccc(C(=O)Nc2cccc(C(=O)OCc3cc(=O)n4c5c(sc4n3)CCCC5)c2)c1	-5%
CS(=O)(=O)NN1C(=O)c2ccccc2NC1c1ccccc1 (stereo unspecified)	-3%
Cc1cc2nc(-c3ccc(OCc4ccccc4)cc3)cc(C(F)(F)F)n2n1	4%
Cc1ccc(NC(=O)c2c(C)cc(C)nc2SCC(=O)Nc2ccc(Br)cc2)cc1	-13%
Cc1ccc(CCNC(=O)c2ccc3c(=O)n(-c4ccccc4)c(=O)[nH]c3c2)cc1	0%
Cc1ccc(NC(=O)C2CCCN2S(=O)(=O)c2ccc3c(c2)n(C)c(=O)c(=O)n3C)c(C)c1 (stereo unspecified)	1%
Nc1nonc1C(=O)N/N=C/c1cc(Br)ccc1O	?
COc1ccc(C2C=C(c3ccccc3)Nc3nc(NC(=O)c4ccc(C)cc4)nn32)cc1 (stereo unspecified)	-1%
CCOc1ccc(CNC(=O)c2ccc(CS(=O)Cc3ccc(Cl)cc3)o2)cc1 (stereo unspecified)	-4%
COc1ccc(Cn2c(=O)c3cccnc3n(Cc3cccc(OC)c3)c2=O)cc1	3%
C#CCn1c(=NC(=O)c2ccc3c(c2)OCCO3)sc2cc(OC)c(OC)cc21	-4%
Cc1cccc(C)c1NC(=O)C(=O)NCC(c1ccc2c(c1)OCO2)N1CCN(C)CC1 (stereo unspecified)	2%
CCCCNC(=O)C1CCN(S(=O)(=O)CCC)CC1	-7%
COc1ccc(S(=O)(=O)NCC(c2ccco2)S(=O)(=O)c2cccs2)cc1OC (stereo unspecified)	-9%
Cc1cccc(CNC(=O)c2ccc3c(c2)N(C)C(=O)C2CCCCN32)c1 (stereo unspecified)	-2%
Cc1ccc(NC(=O)CSc2nnc3ccc(-c4cccnc4)nn23)cc1	-2%
COc1ccc(CCNC(=O)CCCn2c(SCC(N)=O)nc3cc4c(cc3c2=O)OCO4)cc1OC	2%
Cc1ccc(NC(=O)CSc2nnc(-c3ccco3)o2)cc1	-12%
C=CCNC(=O)/C(C#N)=C/c1c(N2CC(C)OC(C)C2)nc2ccccn2c1=O (stereo unspecified)	-1%
COc1cc2c(cc1OC)C(CNC(=O)C=Cc1ccccc1)C2 (stereo unspecified)	-1%
CCc1ccc(Oc2nc3c(C)cccn3c(=O)c2/C=C(\C#N)c2nc3ccccc3s2)cc1	9%

Brought forward from above: four entries, then new ones.
Structure	aSyn yeast rescue
Cc1ccc(NC(=O)CSc2nnc(-c3ccco3)o2)cc1	-12%
C=CCNC(=O)/C(C#N)=C/c1c(N2CC(C)OC(C)C2)nc2ccccn2c1=O (stereo unspecified)	-1%
COc1cc2c(cc1OC)C(CNC(=O)C=Cc1ccccc1)C2 (stereo unspecified)	-1%
CCc1ccc(Oc2nc3c(C)cccn3c(=O)c2/C=C(\C#N)c2nc3ccccc3s2)cc1	9%
CC(C)c1ccc2c(c1)C(N1CCN(C)CC1)Cc1cccnc1S2 (stereo unspecified)	11%
COc1ccc(-c2nn(-c3ccc(F)cc3)c3c2cnc2ccc(F)cc23)cc1OC	0%
COc1ccc(N2CCN(c3ccc(Cl)nn3)CC2)cc1	11%
O=C(Nc1ccc(NC(=O)c2ccc(Br)cc2)c(Cl)c1)c1ccc(Br)cc1	6%
CCOC(=O)N1CCC(N2C(=O)c3ccccc3C2=O)CC1	8%
CCOc1ccc(CNC(=O)Cn2nc(C)c3nn(-c4ccc(Cl)cc4)c(C)c3c2=O)cc1	-7%
CCc1ccc(OCC(=O)NCC(c2ccc(OC)cc2)N2CCOCC2)cc1 (stereo unspecified)	-4%
CCCN1CCc2nc(SCC(=O)Nc3ccc(C)c(Cl)c3)[nH]c(=O)c2C1	-9%&-2%
CCC(=O)N1CCc2cc(Br)cc(S(=O)(=O)N3CCC(C(=O)NC(C)C)CC3)c21	-4%
O=C(CN1C(=O)c2ccccc2S1(=O)=O)NCCSCc1c(F)cccc1Cl	9%
CC(=O)Oc1cccc(C(=O)Nc2c[nH]c(=O)[nH]c2=O)c1	-8%
COc1ccc(N(C)C(=O)NCc2noc3ccc(C)cc23)c(OC)c1	-5%
O=C(c1nc(-c2ccc(Cl)cc2)n2c1CCCCC2)N1CCN(c2ccc(F)cc2)CC1	28%
CC(C)(C)OC(=O)N1CCC(c2c(C(=O)N3CCN(c4ccccn4)CC3)cnn2-c2ccc(F)cc2)CC1	-1%
COC(=O)c1ccc(NC(=O)CSc2nc(=O)[nH]c3c2CCCC3)cc1	1%
CCCc1cc(=O)[nH]c2nnc(SCC(=O)Nc3cccc(C)c3)n12	-1%
CNC(=S)N/N=C(\C)c1cccc([N+](=O)[O-])c1	-13%
CCOC(CCc1c(C)nc(NC(C)=O)[nH]c1=O)OCC	9%
Cc1ccc(CNC(=O)CSc2nc3ccsc3c(=O)n2-c2ccc(Br)cc2)cc1	0%
O=C(/C=C/c1cccc(F)c1)NC1CCN(Cc2ccccc2)CC1	-3%

(next part)
structure	aSyn yeast rescue
CC(C)(C)OC(=O)N1CCC(c2c(C(=O)NCc3ccccn3)cnn2-c2ccccc2Cl)CC1	-4%
O=C(c1ccccc1)N1CCc2cc(CNS(=O)(=O)c3ccc(Cl)s3)ccc21	3%
Cc1ccc(NC(=O)C2CCCN(c3cnccn3)C2)c(C)c1 (stereo unspecified)	4%
COc1ccccc1CNC(=O)c1cc(C(C)C)nc2ccccc12	0%
Cc1c(C(=O)NCCn2ccc3ccccc32)cccc1[N+](=O)[O-]	0%
O=C(CCSCCc1ccccn1)Nc1cc(F)ccc1F	-4%
Cc1ccc(OCc2cc(=O)n3c(-c4ccccc4)csc3n2)cc1	-1%
Cc1nc(OCc2c(C)noc2C)c2ccccc2n1	10%
Cc1ccccc1C(=O)NCc1nc(-c2ccc(Cl)cc2)no1	-8%
COc1ccc(-n2c(=O)c3ccc(C(=O)NCc4ccc(C)cc4)cc3n(CC(=O)Nc3ccc(F)cc3)c2=O)cc1	1%
Cc1ccc(-c2noc(-c3cccnc3N(C)Cc3ccc(Cl)cc3)n2)cc1	5%
CCCN(CCC)Cc1c(C(=O)N/N=C/c2ccc(C)o2)nnn1-c1nonc1N	3%
O=C(COC(=O)c1ccc([N+](=O)[O-])s1)NC(c1ccccc1)c1ccccc1	7%
CC(=O)N1CCc2cc(S(=O)(=O)NC(CC(C)C)C(=O)NCc3ccccc3)ccc21 (stereo unspecified)	2%
CCOC(=O)c1c(NC(=O)c2ccccc2C)sc2c1CCCC2	0%
O=C(NCC(c1cccs1)N1CCOCC1)c1cc(=O)[nH]c2ccccc12 (stereo unspecified)	4%
CNC(=O)C(=O)Nc1c(O)c2ccccc2[nH]c1=O	-8%
CC1(C)CC(N2CCC(=O)NC2=S)CC(C)(C)N1	1%
COc1ccc(-n2nc(C(=O)N3CCN(c4cccc(C)c4C)CC3)c3c4ccccc4n(C)c3c2=O)cc1Cl	6%
COc1cccc(-n2c(=O)c3sc4ccccc4c3n(CC(=O)Nc3ccc(F)cc3F)c2=O)c1	-7%
COCCCn1c(=O)/c(=C\c2ccc(OC(F)F)c(OC)c2)s/c1=C(/C#N)C(N)=O	-12%
C=CCNC(=S)N1CCN(CCN=CC2=C(O)CC(c3ccco3)CC2=O)CC1 (stereo unspecified)	5%
CC(NS(=O)(=O)c1ccc(OCC(=O)NCc2cccnc2)cc1)c1ccccc1 (stereo unspecified)	-15%
COc1cccc(/C=C/C(=O)OC(C)C(=O)Nc2c(C)n(C)n(-c3ccccc3)c2=O)c1 (stereo unspecified)	2%
Cc1ccccc1-c1noc(-c2ccc(N3CCN(c4ccccc4)CC3)c([N+](=O)[O-])c2)n1	-2%
Nc1ccc2c(c1)C(=O)c1ccccc1-2	?
O=C(Nc1ccn(CCCNC2CCN(Cc3ccccc3)CC2)c(=O)n1)OCc1ccccc1	-4%
COc1ccccc1NC(=O)C1CCN(S(=O)(=O)c2ccc3[nH]c4c(c3c2)CCCCC4)CC1	0%
COc1ccc2c(c1)c1c(c(=O)n(Cc3ccccc3)c(=O)n1CC(=O)NCc1ccccc1Cl)n2C	-1%
Cc1oc2ccc(NS(=O)(=O)c3ccc(F)cc3)cc2c1C(=O)O	-3%
CC(=O)Nc1cccc(NC(=O)CSc2nc(=O)n(Cc3ccccn3)c3c2CCC3)c1	-1%
Cc1ccc(OCCOCCn2c(-c3ccc(Cl)cc3)nc3ccccc3c2=O)cc1	1%
COC(=O)c1nn(-c2ccccc2)c(=O)cc1O	-2%
CN(C)CCOC(=O)c1ccc2c(c1)S(=O)(=O)c1ccccc1C2=O	8%
COc1ccc(NC(=O)c2ccc(S(=O)(=O)N(C)c3ccccc3)cc2)cc1S(=O)(=O)N1CCOCC1	-3%
COc1ccc(OC)c(C(=O)Cn2cnc3ccccc3c2=O)c1	-3%
O=C(NNC(=O)c1cc(Cl)ccc1[N+](=O)[O-])c1csc(N2CCOCC2)n1	6%
CCOc1cc(-c2nc3ccccc3s2)ccc1O	9%
CSc1cccc(-n2ccc(=O)c(C)c2C)c1	1%
Cc1cccc(-c2nc(SCC(=O)N3CCc4ccccc43)c3c(=O)n(C)c(=O)n(C)c3n2)c1	-3%
CCc1ccc(NCc2cc3cc(OC)c(OC)cc3n(CC(=O)Nc3ccc(F)cc3)c2=O)cc1	2%
Cc1ccccc1CNC(=O)Cn1nc(C)c2nn(-c3ccc(Cl)cc3)c(C)c2c1=O	10%
CCOC(=O)c1cn(C2CC2)c2c(F)c(F)c(F)cc2c1=O	6%
Cc1ccc(C(=O)N2CCC(C(N)=O)CC2)cc1NC(=O)c1nsc2ccccc12	-1%
CCc1ccc(NC(=O)Cn2c(=O)n(CCc3ccccc3)c(=O)c3sc4ccccc4c32)cc1	-9%
COc1cccc(CNC(=O)Cn2c(=O)n3nc(-c4cccc(C)c4)nc3c3ccccc32)c1	-4%
Cc1cccc(CNC(=O)CN2CC(C)Sc3ccccc32)c1 (stereo unspecified)	3%
COc1ccc(C2=NN(CC(=O)Nc3ccccc3C)C(=O)CC2)cc1	13%
COc1ccc(N2CCN(CC(O)COc3ccccc3C(C)(C)C)CC2)cc1 (stereo unspecified)	8%
CCc1ccc(C(=O)N2CCC(c3nc(-c4ccc(S(=O)(=O)N5CCCC5)cc4)no3)CC2)cc1	-2%
CN(C)CCCN(C(=O)c1cccs1)c1nc2ccc(F)cc2s1	-6%
COC(=O)c1sccc1NC(=O)c1cccc(F)c1	-4%
COCCn1c(Cc2ccccc2)nnc1SCC(=O)Nc1oc(C)c2c(C)n[nH]c(=O)c12	2%
Cc1ccc(-n2ncc(C(=O)NCc3ccco3)c2C2CCN(C(=O)OC(C)(C)C)CC2)cc1	6%
Cc1cc2cc3n(c2nn1)N=C(Cl)CC3	-3%

This is a subset; the hit share may differ from the screen's.
